From PubChem BioAssay
PAFAH1B3 inh: PAFAH1B3 enzyme inhibitors, primary screen, biochemical, fluorescence polarization, human | recombinant PAFAH1B3, FP-rhodamine probe | inhibition, % at 3.39 µM | AID 492972, 2010 | 0.28% of 340,000 active;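 active = inhibition above the screen-wide average of all tested compounds plus 3 SD, cut at about 25% in these data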;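 note: 0% = enzyme with DMSO only and 100% = wells lacking PAFAH1B3 protein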
EBNA-1 inh: EBNA-1 DNA-binding inhibitors, primary screen, biochemical, fluorescence polarization. inhibition, % at 14.8 µM. 0.34% of 300,000 active; in the data active = inhibition above about 28%
LYPLA2 inh: LYPLA2 inhibitors, primary screen, counter-screen for PME1 inhibitor project, biochemical, fluorescence polarization, FP-Rh probe ABPP. inhibition, % at 5.9 µM. recombinant LYPLA2. 0.38% of 320,000 active. AID 2177, 2009. Acyl-protein thioesterase 2 (Homo sapiens), O95372;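 active = inhibition above the screen-wide mean plus 3 SD, limit set per campaign, cut at about 26% in these data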;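 note: 0% = LYPLA2 with DMSO and 100% = wells lacking LYPLA2 enzyme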
Target sequence (O95372 whole entry, looked up): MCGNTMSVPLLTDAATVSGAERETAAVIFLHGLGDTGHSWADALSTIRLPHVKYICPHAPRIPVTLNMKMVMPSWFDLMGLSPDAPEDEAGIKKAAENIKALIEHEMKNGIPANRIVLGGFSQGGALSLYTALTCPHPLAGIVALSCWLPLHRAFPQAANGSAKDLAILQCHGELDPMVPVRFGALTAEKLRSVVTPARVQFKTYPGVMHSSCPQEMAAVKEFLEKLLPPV
ZTA counter: blocks Epstein-Barr virus ZTA, an EBNA-1 counter-screen | ZTA-DNA binding, fluorescence polarization | inhibition, % at 11 µM | AID 2234 | P03206 | 0.15% of 320,000 active; in the data active = inhibition above about 33%
pPAFAH FP inh: pPAFAH enzyme inhibitors, primary screen, biochemical, fluorescence polarization, human | inhibition, % at 3.39 µM | recombinant pPAFAH, FP-rhodamine probe fluorescence polarization | 1.5% of 330,000 active | Platelet-activating factor acetylhydrolase (Homo sapiens), Q13093 | AID 463082, 2010;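 active = inhibition above the mean inhibition across the screen plus 3 SD, cut at about 25% in these data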;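 note: inhibitors block binding of the rhodamine activity-based probe so polarization drops; 0% = enzyme with DMSO and 100% = wells lacking pPAFAH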
PAFAH2 FP inh: PAFAH2 enzyme inhibitors, primary screen, biochemical, fluorescence polarization, human | inhibition, % at 3.39 µM | Platelet-activating factor acetylhydrolase 2, cytoplasmic (Homo sapiens), Q99487 | 0.99% of 340,000 active | recombinant PAFAH2, FP-rhodamine activity probe;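 active = inhibition above the mean over all tested compounds plus 3 SD, cut at about 30% in these data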;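 note: inhibitors block probe labeling of enzyme so polarization drops; 0% = enzyme with DMSO and 100% = wells lacking PAFAH2 protein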
PAFAH1B2 inh: PAFAH1B2 enzyme inhibitors, primary screen, biochemical, fluorescence polarization, human; AID 492953, 2010; 1.2% of 340,000 active; Platelet-activating factor acetylhydrolase IB subunit alpha2 (Homo sapiens), P68402; recombinant PAFAH1B2, FP-rhodamine activity probe; inhibition, % at 3.39 µM;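 active = inhibition above the mean of all tested compounds plus 3 SD, cut at about 24% in these data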;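 note: 0% = enzyme with DMSO and 100% = wells lacking PAFAH1B2; many of its hits are not listed in these tables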
PREPL inh: PREPL enzyme inhibitors, primary screen, biochemical, fluorescence polarization | Prolyl endopeptidase-like (Homo sapiens), Q4J6C6 | recombinant PREPL, fluorescence polarization activity-based probe | AID 2751, 2010 | 0.68% of 320,000 active | inhibition, % at 5.96 µM; in the data active = inhibition above about 43%;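 note: 0% = enzyme with DMSO and 100% = wells lacking enzyme; many of its hits are not listed in these tables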
Target sequence (Q4J6C6 whole entry, looked up): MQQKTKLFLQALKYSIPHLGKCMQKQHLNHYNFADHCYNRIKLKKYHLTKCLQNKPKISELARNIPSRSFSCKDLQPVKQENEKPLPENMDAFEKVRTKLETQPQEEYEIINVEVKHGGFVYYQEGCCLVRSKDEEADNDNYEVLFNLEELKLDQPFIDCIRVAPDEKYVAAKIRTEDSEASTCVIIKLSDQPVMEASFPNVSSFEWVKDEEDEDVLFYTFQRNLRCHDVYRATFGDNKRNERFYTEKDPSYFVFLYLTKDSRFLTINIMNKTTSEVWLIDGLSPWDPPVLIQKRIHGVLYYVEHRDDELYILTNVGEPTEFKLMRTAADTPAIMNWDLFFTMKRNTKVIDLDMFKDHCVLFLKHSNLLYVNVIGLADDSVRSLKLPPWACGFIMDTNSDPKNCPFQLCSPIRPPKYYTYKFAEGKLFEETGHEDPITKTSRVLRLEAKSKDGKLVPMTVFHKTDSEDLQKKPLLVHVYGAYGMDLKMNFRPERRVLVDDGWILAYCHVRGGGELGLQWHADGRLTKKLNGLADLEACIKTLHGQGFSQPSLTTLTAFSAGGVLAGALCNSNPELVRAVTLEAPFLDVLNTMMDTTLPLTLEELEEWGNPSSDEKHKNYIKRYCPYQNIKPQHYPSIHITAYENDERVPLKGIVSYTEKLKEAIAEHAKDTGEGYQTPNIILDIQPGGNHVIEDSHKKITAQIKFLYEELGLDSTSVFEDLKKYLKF
LYPLA1 counter: LYPLA1 inhibitors, primary screen, counter-screen for PME1 inhibitor project, biochemical, fluorescence polarization, FP-Rh probe ABPP; 0.16% of 320,000 active; recombinant LYPLA1; Acyl-protein thioesterase 1 (Homo sapiens), O75608; AID 2174, 2009; inhibition, % at 5.9 µM;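 active = inhibition above the mean of all tested compounds plus 3 SD, set per campaign, cut at about 14% in these data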;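 note: inhibitors block serine hydrolase probe labeling of LYPLA1 so polarization falls; 0% = enzyme with DMSO and 100% = wells lacking LYPLA1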
* hit, by the source's call; nt = no result given. These rows are one share of the data (hit frequency here may not be typical).

The line under a structure holds: PAFAH2 FP inh, LYPLA2 inh, ZTA counter, PAFAH1B3 inh, LYPLA1 counter, PAFAH1B2 inh, PREPL inh, EBNA-1 inh, pPAFAH FP inh
O=C(N/N=C/C1CC2CCC1C2)c1c[nH]c2ccccc12 (stereo not given)
  7, -6, -1, 2, -4, -1, 8, 2, -2
O=C1C=CC(=O)N1N(c1ccccc1)c1ccccc1
  -3, 4, -4, -1, 1, 5, 4, 9, 5
CCOC(=O)c1cc(C)sc1/N=C/C1C(=O)CCCC1=O
  4, 2, 3, 6, 0, 4, 2, -9, 3
CC(=O)N(c1ccc(N(C(C)=O)S(=O)(=O)c2ccccc2)cc1)S(=O)(=O)c1ccccc1
  -6, -11, -6, 4, -6, 6, 16, 4, 1
Cc1ccccc1Nc1c(-c2cccnc2)nc2ccc(Br)cn12
  1, 1, -8, 3, -2, 5, -1, 2, 1
CCCCn1c(N)c(N(CC(C)C)C(=O)CSc2ccc([N+](=O)[O-])cc2)c(=O)[nH]c1=O
  0, 1, 12, 8, 0, 0, -2, 9, 6
Cc1ccc(S(=O)(=O)N2CCCC2CNC(=O)C(=O)Nc2ccccc2)cc1 (stereo not given)
  -6, -1, -2, 6, 0, -1, 6, -4, 3
COC(=O)C1=C(C)N(C(C)c2ccccc2)C(=O)/C1=C\c1ccco1 (stereo not given)
  11, 4, 14, 3, -4, -2, 7, 9, 6
CCn1c(SCc2cccc(F)c2)nc2c(c1=O)SCC2
  -1, 5, 7, 5, -4, 0, 32, -3, 6
CCOc1ccc(NC(=O)Cc2ccccc2)c([N+](=O)[O-])c1
  0, 1, -2, 5, -1, 2, -4, 2, 3
O=C(COc1ccc([N+](=O)[O-])cc1)N1CCN(c2nnc(-c3ccccc3)c3ccccc23)CC1
  3, 8, -12, 1, 0, 4, 9, 1, 5
COc1ccccc1NC(=O)CN1C(=O)CCS(=O)(=O)c2ccccc21
  -1, 0, 4, 7, 4, -1, -5, 0, 7
O=C(O)c1cccc(N2C(=O)C3CC=C(Cl)CC3C2=O)c1 (stereo not given)
  7, -1, 0, -5, 2, 7, -6, 2, 2
CCOC(=O)c1nn(-c2ccc(OCC)cc2)c(C)c1C(C)=O
  4, -3, -10, 2, 0, 0, 11, -3, -6
COc1ccc(S(=O)(=O)n2nc(-c3ccc(Cl)cc3)cc2N)cc1OC
  -6, -14, -2, -5, -5, 5, -25, 4, 14
CCOC(=O)c1cn(CC)c2ccc(S(=O)(=O)N3CCC(C)CC3)cc2c1=O
  -10, -4, 1, 1, -2, 21, 5, -3, 7
COc1cccc(-c2noc(C3CCCN(C(=O)c4ccc(F)cc4F)C3)n2)c1 (stereo not given)
  -1, -4, 5, 9, 0, -3, -1, 7, 14
CCC(=O)Nc1cccc(-c2cn3cccc(C)c3n2)c1
  nt, 1, 7, nt, 0, nt, -6, 4, 1
O=C(COC(=O)c1ccc(Cl)c(S(=O)(=O)N2CCOCC2)c1)Nc1ccc2[nH]c(=O)[nH]c2c1
  2, -4, 15, 3, -1, 5, 11, nt, 4
CCOc1ccc(NC(=O)NC2CCOC(C)(C)C2)cc1 (stereo not given)
  3, 2, -17, 2, -2, 1, 21, 5, -2
Nc1cccc2c1C(=O)N(C(=O)/C=C/c1cccc(F)c1)C2=O
  11, 3, 1, 9, -5, 1, 3, 1, 4
Cc1cccc(CCNc2nc3ccccc3n3nnnc23)c1
  -11, 4, 6, 6, -6, -5, 13, -9, 0
COc1cc(C2c3c(n[nH]c3C)C(=O)N2c2ccc(Br)cc2)ccc1O (stereo not given)
  5, -7, -8, 9, -3, 2, 18, -9, 3
CC(=O)Nc1ccc(N(CC(O)Cn2c3ccccc3c3ccccc32)S(=O)(=O)c2ccc(C)cc2)cc1 (stereo not given)
  -22, -44, -8, -29, -32, -13, -1, -14, -3
COC(=O)C(Sc1nc(C)cc(C)c1C#N)c1ccccc1 (stereo not given)
  5, -2, 13, 9, -6, -10, 1, -1, 3
COc1ccccc1N1C(=O)c2ccc(C(=O)Nc3ccc(F)cc3)cc2C1=O
  0, 8, -4, 7, 1, -2, 2, 16, -1
O=C(OCCCN=C1NS(=O)(=O)c2ccccc21)c1ccccc1F
  8, -3, -17, 6, 4, 2, -7, -5, -6
CNC(=O)c1ccc(NC(=O)c2cc(S(=O)(=O)N3CCOCC3)ccc2N2CCCC2)cc1
  -1, 5, 6, 11, -1, 12, 3, nt, 1
CCCOc1ccc2oc(=O)c3c(c2c1)CCCN3C(=O)CN1CCc2ccccc2C1
  -6, 11, -17, 0, 5, 1, 12, -1, 3
CCOC(=O)Cc1csc(NC(=O)c2cccc(N3C(=O)CCC3=O)c2)n1
  3, 8, 5, -1, -2, -2, 5, 1, 4
CCOC(=O)C(C)Sc1ncnc2nc[nH]c12 (stereo not given)
  -7, 0, 12, 6, 0, 2, 11, 7, 3
CCOC(=O)N1CCN(C(=O)C(=O)NNC(=O)COc2ccc(Cl)c(C)c2)CC1
  5, -2, -22, 2, 1, 3, 7, -2, 0
COc1cccc(/C=C/C(=O)OCC(=O)NCc2ccco2)c1
  29, -1, -8, -2, 1, 0, 11, -10, 11
O=C(c1ccccc1F)N1CCCC(C(=O)N2CCN(c3ccccc3)CC2)C1 (stereo not given)
  2, 4, 6, -5, -1, 1, 18, 4, 6
Cc1ccccc1OCc1ccc(C(=O)N2CCOCC2)o1
  0, -1, -8, 1, -2, 2, 6, 3, 6
O=C1CN(C(=O)COC(=O)CCCOc2ccccc2)c2ccccc2N1
  -2, 4, 6, 10, 0, 4, -50, -3, 7
O=C(Oc1cc(Cl)ccc1Cl)C1=CC=CN2CCS(=O)(=O)N=C12
  -2, 3, -3, 9, 2, 6, 3, nt, 0
N#C/C(=N\Nc1ccccc1)C(=N)N1CCCCCC1
  2, -2, 17, 5, 0, 8, 13, 4, 2
CN(C)S(=O)(=O)c1ccc(Cl)c(C(=O)OCC(=O)NC(=O)c2cccn2C)c1
  5, 3, 14, -2, 3, -5, 2, 0, 1
C=CC[C@H](CC(=O)N(CCO)Cc1ccccc1)C(=O)NC[C@H](OC(=O)[C@@H](CC=C)CC(=O)OC(C)(C)C)c1ccccc1
  6, nt, nt, 10, nt, 3, 18, nt, 4
COc1ccccc1N(C)S(=O)(=O)c1ccc(C(=O)NC(C)(C)C)cc1
  8, -12, 2, 5, 0, 2, 3, 2, 1
CCCCn1c(N)c(N(CCOC)C(=O)c2cc(-c3ccc(OC)c(OC)c3)nc3ccccc23)c(=O)[nH]c1=O
  -5, 2, 1, 10, 0, 3, 2, -5, 2
Cc1cccc(C)c1NC(=O)CN(C)CC(=O)N1CC(=O)Nc2ccccc21
  8, nt, nt, 10, nt, 7, 12, nt, -2
O=C(Cc1ccccc1)Nc1cccc(C(=O)N/N=C/c2ccco2)c1
  5, 1, -3, -1, -3, -3, 0, -5, -2
O=C(O)c1n[nH]c2c1CCCC2
  3, -1, -5, -2, 1, 3, 9, -20, -1
COc1ccccc1OCCC(=O)OCC(=O)NC(C)c1ccccc1 (stereo not given)
  11, 5, -3, 0, 2, 4, -1, 13, 13
CCOc1ccc(NS(=O)(=O)c2ccc3c(c2)oc(=O)n3C)cc1
  -1, 3, -17, 3, 2, 4, -1, 0, 28*
COC(=O)C1=C(NC(=O)c2ccccc2C)CCS1
  -4, 6, 10, 2, 0, 8, 4, 0, 7
CN1CC(c2ccc(Cl)c(Cl)c2)[C@@]2(COc3ccccc3C2=O)[C@@]12C(=O)Nc1ccccc12 (stereo not given in full)
  -7, 2, -6, -1, -1, 0, 7, -7, 0
Cc1nc(S(=O)(=O)N2CCOCC2)c(C#N)c(C)c1Cl
  -5, 2, 0, 4, -1, 0, 3, 0, -5
O=C(Nc1ccccc1C(=O)N/N=C/c1ccc(F)cc1)c1ccccc1Br
  -8, -9, 8, -4, -9, -7, 1, -3, -1
O=C(c1ccc2snnc2c1)N1CCN(c2ccccn2)CC1
  5, 10, -9, -1, 2, 1, 1, -2, -8
CCOC(=O)c1sc(=NC(=O)c2cc(OC)c(OC)c(OC)c2)n(C)c1C
  3, 0, 4, 5, -1, 1, 4, 2, 3
Cc1c(C(=O)N2CCCCC2)c(S(=O)(=O)NCCc2ccc(S(N)(=O)=O)cc2)c(C)n1C
  -2, 4, 4, 2, 3, 2, -4, -12, 4
CCN(CC(=O)NCc1cccs1)C(=O)c1ccc(Cl)c(Cl)c1
  -3, nt, nt, 7, nt, 10, 1, nt, 1
Cc1cc(=O)[nH]c(/N=C(\N)Nc2ccc(Oc3ccccc3)cc2)n1
  -8, -4, -4, 6, -2, 3, -17, -7, 5
CCOC(=O)c1ccccc1NC(=O)C1CCN(c2ncnc3sc(C)c(C)c23)CC1
  1, 4, 1, 3, -2, 3, -1, -15, -6
O=C(CCC(=O)N1CCN(c2ccc(F)cc2)CC1)N1CCN(c2ccc(F)cc2)CC1
  -9, 1, 5, -4, 0, 9, 27, 4, 3
O=c1c(Cc2ccccc2)c(O)ccn1CCc1cnc[nH]1
  2, -1, 0, 4, 0, 0, 11, 7, 0

Ordered by number of heavy atoms (low to high): part of the list above.
The line under a structure holds: PAFAH2 FP inh, LYPLA2 inh, ZTA counter, PAFAH1B3 inh, LYPLA1 counter, PAFAH1B2 inh, PREPL inh, EBNA-1 inh, pPAFAH FP inh
O=C(O)c1n[nH]c2c1CCCC2
  3, -1, -5, -2, 1, 3, 9, -20, -1
CCOC(=O)C(C)Sc1ncnc2nc[nH]c12 (stereo not given)
  -7, 0, 12, 6, 0, 2, 11, 7, 3
Cc1nc(S(=O)(=O)N2CCOCC2)c(C#N)c(C)c1Cl
  -5, 2, 0, 4, -1, 0, 3, 0, -5
Cc1ccccc1OCc1ccc(C(=O)N2CCOCC2)o1
  0, -1, -8, 1, -2, 2, 6, 3, 6
O=C(Oc1cc(Cl)ccc1Cl)C1=CC=CN2CCS(=O)(=O)N=C12
  -2, 3, -3, 9, 2, 6, 3, nt, 0
O=C(Cc1ccccc1)Nc1cccc(C(=O)N/N=C/c2ccco2)c1
  5, 1, -3, -1, -3, -3, 0, -5, -2
O=C1CN(C(=O)COC(=O)CCCOc2ccccc2)c2ccccc2N1
  -2, 4, 6, 10, 0, 4, -50, -3, 7
O=C(Nc1ccccc1C(=O)N/N=C/c1ccc(F)cc1)c1ccccc1Br
  -8, -9, 8, -4, -9, -7, 1, -3, -1
CCOC(=O)N1CCN(C(=O)C(=O)NNC(=O)COc2ccc(Cl)c(C)c2)CC1
  5, -2, -22, 2, 1, 3, 7, -2, 0
O=C(CCC(=O)N1CCN(c2ccc(F)cc2)CC1)N1CCN(c2ccc(F)cc2)CC1
  -9, 1, 5, -4, 0, 9, 27, 4, 3
CN1CC(c2ccc(Cl)c(Cl)c2)[C@@]2(COc3ccccc3C2=O)[C@@]12C(=O)Nc1ccccc12 (stereo not given in full)
  -7, 2, -6, -1, -1, 0, 7, -7, 0
CCCCn1c(N)c(N(CCOC)C(=O)c2cc(-c3ccc(OC)c(OC)c3)nc3ccccc23)c(=O)[nH]c1=O
  -5, 2, 1, 10, 0, 3, 2, -5, 2
C=CC[C@H](CC(=O)N(CCO)Cc1ccccc1)C(=O)NC[C@H](OC(=O)[C@@H](CC=C)CC(=O)OC(C)(C)C)c1ccccc1
  6, nt, nt, 10, nt, 3, 18, nt, 4
